Screens: PubChem, The Scripps Research Institute Molecular Screening Center
MITF primary – MITF inhibitors, primary screen, biochemical, AlphaScreen, human. AlphaScreen MITF homodimerization, bead proximity signal. inhibition, % at 2.6 µM. 650,000 tested, 0.91% active. AID 1259374, 2018. Microphthalmia-associated transcription factor (Homo sapiens), O75030; in the data active = inhibition above about 50%;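 also: 0% = vehicle wells with protein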
Target sequence (O75030 whole entry, looked up): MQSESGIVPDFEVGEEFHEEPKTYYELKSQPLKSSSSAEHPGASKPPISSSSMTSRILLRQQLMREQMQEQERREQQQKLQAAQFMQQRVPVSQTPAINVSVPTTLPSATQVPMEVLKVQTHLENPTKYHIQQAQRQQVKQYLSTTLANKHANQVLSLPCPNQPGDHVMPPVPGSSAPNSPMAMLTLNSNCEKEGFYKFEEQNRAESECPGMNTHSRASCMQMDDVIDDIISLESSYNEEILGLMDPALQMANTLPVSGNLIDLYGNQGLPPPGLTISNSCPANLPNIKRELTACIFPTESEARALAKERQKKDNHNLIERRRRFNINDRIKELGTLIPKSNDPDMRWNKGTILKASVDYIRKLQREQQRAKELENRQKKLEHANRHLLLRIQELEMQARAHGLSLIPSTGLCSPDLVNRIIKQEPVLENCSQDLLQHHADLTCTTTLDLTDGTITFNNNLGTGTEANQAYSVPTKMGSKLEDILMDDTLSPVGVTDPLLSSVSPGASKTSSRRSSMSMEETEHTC
GPR151 ag – activators of human GPR151, primary screen, cell-based, PathHunter beta-arrestin, luminescence. G-protein coupled receptor 151 (Homo sapiens), Q8TDV0. PathHunter beta-arrestin GPR151 cells. activation, % at 11.2 µM. 650,000 tested, 1% active. AID 1508602, 2020; in the data active = activation above about 4.9%;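 also: 0% = median of compound wells and 100% = cells with positive control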
Target sequence (Q8TDV0 whole entry, looked up): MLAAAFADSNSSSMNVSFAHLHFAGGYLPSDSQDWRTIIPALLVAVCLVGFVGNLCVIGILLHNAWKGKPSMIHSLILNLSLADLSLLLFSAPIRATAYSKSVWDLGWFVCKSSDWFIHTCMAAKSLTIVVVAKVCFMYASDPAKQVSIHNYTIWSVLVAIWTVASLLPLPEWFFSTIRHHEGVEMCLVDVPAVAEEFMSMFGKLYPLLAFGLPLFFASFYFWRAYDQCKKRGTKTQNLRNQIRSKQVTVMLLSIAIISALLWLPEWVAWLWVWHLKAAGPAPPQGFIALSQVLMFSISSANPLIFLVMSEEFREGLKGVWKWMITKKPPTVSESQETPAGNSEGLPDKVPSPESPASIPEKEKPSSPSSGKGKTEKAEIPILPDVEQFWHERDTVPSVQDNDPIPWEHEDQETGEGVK
FBW7 activator – FBW7 E3 ligase activators, primary screen, biochemical, AlphaScreen, human | AlphaScreen FBW7–phospho-cyclin E peptide binding, activator screen | normalized activity (activation), % at 26.1 µM | 650,000 tested, 0.13% active; in the data active = normalized activity above about 1.9%;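 also: purified mutant Fbw7 with reduced substrate affinity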
TEAD-YAP inh – TEAD-YAP interaction inhibition, primary screen, TEAD-YAP interaction inhibitor project, luminescence, HEK-TIYL cells; 640,000 tested, 1.4% active; inhibition, % at 9.12 µM; AID 1259422, 2018; TEAD-Gal4/YAP UAS-luciferase luminescence; in the data active = inhibition above about 32%;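 also: 0% = median of test compound wells and 100% = reference inhibitor wells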
Numbers without * were called inactive.

A first look:
SMILES | MITF primary | GPR151 ag | FBW7 activator | TEAD-YAP inh
COc1cc(-c2nc(-c3cccc(C(F)(F)F)c3)c(-c3ccccc3)[nH]2)cc2c1OCO2 | -5 | 1.0 | 0.1 | -3
CCC(=O)OCOc1ccc(/C=C2\SC(=S)NC2=O)cc1 | -20 | -0.6 | -0.2 | -3
COc1ccc(NC(=O)CC23CC4CC(CC(C4)C2)C3)cc1 | 7 | 3.2 | 0.0 | -11
CN1CCN(C2CCN(S(=O)(=O)c3ccc(C(C)(C)C)cc3)CC2)CC1 | -2 | 0.2 | -0.1 | 0
C=CCN1CC(c2nc3ccccc3n2CCCOc2ccc(CC)cc2)CC1=O (stereo not drawn) | -2 | 0.0 | 0.0 | 8
CCOC(=O)Cn1c(=O)oc2cc(S(=O)(=O)Nc3ccc(F)cc3F)ccc21 | 10 | 1.2 | 0.1 | 3
COC(=O)Cc1[nH]nc2c1C(c1ccc(C(C)(C)C)cc1)C(C#N)=C(N)O2 (stereo not drawn) | -2 | 0.9 | 0.1 | 0
CC(C)c1nc(-c2c(N)n(C)c(=O)n(C)c2=O)sc1C(=O)C(C)(C)C | 7 | -0.3 | 0.0 | 0
CC1=NN(c2cccc(C(=O)O)c2)C(=O)/C1=C\c1ccc(-c2ccccc2C(=O)O)o1 | 25 | 0.4 | -0.1 | 7
CCc1cc([N+](=O)[O-])c(CC)c([N+](=O)[O-])c1NC(C)=O | 4 | -0.6 | 0.1 | -1
CC(C)[C@@H](CO)Nc1ccc2ncc(-c3cccc(C(F)(F)F)c3)n2n1 | 0 | 0.4 | -0.1 | 13
COc1ccc(/C=c2\sc3nc(=O)c(C)nn3c2=O)cc1OC | 8 | -0.3 | 0.5 | 12

All compounds of this part, repeating the preview:
SMILES | MITF primary | GPR151 ag | FBW7 activator | TEAD-YAP inh
COc1cc(-c2nc(-c3cccc(C(F)(F)F)c3)c(-c3ccccc3)[nH]2)cc2c1OCO2 | -5 | 1.0 | 0.1 | -3
CCC(=O)OCOc1ccc(/C=C2\SC(=S)NC2=O)cc1 | -20 | -0.6 | -0.2 | -3
COc1ccc(NC(=O)CC23CC4CC(CC(C4)C2)C3)cc1 | 7 | 3.2 | 0.0 | -11
CN1CCN(C2CCN(S(=O)(=O)c3ccc(C(C)(C)C)cc3)CC2)CC1 | -2 | 0.2 | -0.1 | 0
C=CCN1CC(c2nc3ccccc3n2CCCOc2ccc(CC)cc2)CC1=O (stereo not drawn) | -2 | 0.0 | 0.0 | 8
CCOC(=O)Cn1c(=O)oc2cc(S(=O)(=O)Nc3ccc(F)cc3F)ccc21 | 10 | 1.2 | 0.1 | 3
COC(=O)Cc1[nH]nc2c1C(c1ccc(C(C)(C)C)cc1)C(C#N)=C(N)O2 (stereo not drawn) | -2 | 0.9 | 0.1 | 0
CC(C)c1nc(-c2c(N)n(C)c(=O)n(C)c2=O)sc1C(=O)C(C)(C)C | 7 | -0.3 | 0.0 | 0
CC1=NN(c2cccc(C(=O)O)c2)C(=O)/C1=C\c1ccc(-c2ccccc2C(=O)O)o1 | 25 | 0.4 | -0.1 | 7
CCc1cc([N+](=O)[O-])c(CC)c([N+](=O)[O-])c1NC(C)=O | 4 | -0.6 | 0.1 | -1
CC(C)[C@@H](CO)Nc1ccc2ncc(-c3cccc(C(F)(F)F)c3)n2n1 | 0 | 0.4 | -0.1 | 13
COc1ccc(/C=c2\sc3nc(=O)c(C)nn3c2=O)cc1OC | 8 | -0.3 | 0.5 | 12
COC(=O)c1ccc(Oc2nc3c(c(=O)n(C)c(=O)n3C)n2C(C)C)cc1 | 7 | 0.8 | 0.1 | 9
Cc1ccccc1C1=NC(C(F)(F)F)(C(F)(F)F)c2c(n(C)c(=O)n(C)c2=O)N1 | 4 | 0.1 | 0.0 | -12
N#Cc1c(NC(=O)c2ccc3c(c2)CCCC3)sc2c1CCC2 | -13 | -0.5 | 0.0 | 2
Cc1[nH]nc2nc(SCC(=O)NCc3ccccc3)n(-c3ccccc3Cl)c(=N)c12 | 10 | 0.9 | 0.0 | 3
COc1ccc(C(=O)CN2CCN(c3nc(-c4ccc(F)cc4)cs3)CC2)cc1 | 9 | 0.6 | 0.8 | 15
NC(=O)c1ccc(NC(=O)COC(=O)c2ccc(F)cc2F)cc1 | 17 | -1.1 | 0.6 | -11
N/C(=N\N=C\c1ccc2c(c1)OCO2)c1nonc1N | -55 | -5.4 | 0.1 | -23
CCOC(=O)c1c(C)n(-c2ccc(OCC)cc2)c2ccc(O)cc12 | 5 | 0.0 | 0.0 | -8
O=C1CCCC/C1=C/Nc1ccc(F)cc1F | 8 | -0.4 | 0.2 | -2
COC(=O)c1ccc(OC(=O)c2ccc(F)cc2)c(C(=O)OC)c1 | -1 | -1.3 | -0.1 | 0
COc1ccc(Br)cc1/C=C1\SC(=S)N(C)C1=O | -5 | 0.8 | 0.7 | 4
O=C(NCC(c1ccc(F)cc1)N1CCOCC1)c1ccc(Br)cc1 (stereo not drawn) | 3 | -0.6 | -0.1 | -7
O=C(Nc1nc(-c2cc([N+](=O)[O-])cs2)cs1)c1ccc(S(=O)(=O)N2CCCCC2)cc1 | -2 | -1.5 | 0.5 | -3
COc1ccc(C(=O)NCCc2ccc(S(N)(=O)=O)cc2)cc1[N+](=O)[O-] | -5 | 0.1 | 0.2 | 13
C=CCN(c1nc(C)cc(OC)n1)S(=O)(=O)c1ccccc1 | -1 | 0.0 | -0.1 | 0
CCCCCCC(=O)NCC(=O)OCC(=O)c1ccccc1 | -14 | -1.0 | -0.3 | -2
C=CCc1cccc2cc(C(=O)N3CCOCC3)c(=O)oc12 | 0 | 0.1 | -0.2 | 0
COC(=O)C1SCC2C(=O)N(Cc3ccc(F)cc3)CC(=O)N21 (stereo not drawn) | 6 | -2.0 | -0.1 | 8
O=C1Nc2ccccc2N(O)N1c1cccc(C(F)(F)F)c1 | 13 | 1.3 | 0.1 | 7
CCn1c(C)cc(O)c(C(c2ccc(SC)cc2)N2CCN(c3ccccn3)CC2)c1=O (stereo not drawn) | 5 | -0.7 | 0.0 | 14
Cc1ccc(C(C)C)c(OCCCCn2ccnc2)c1 | 20 | 0.8 | 0.0 | -1
COc1ccc(NC2=C(C(C)=O)C(c3ccc(OC)cc3)C(C(C)=O)C(C)(O)C2)cc1 (stereo not drawn) | 9 | 0.4 | 0.1 | 4
Cc1ccc(S(=O)(=O)N2CCN(Cc3cccnc3)CC2)cc1 | 83* | 0.0 | 0.2 | -7
Cc1cccc(NC(=O)c2sc3nc4c(c(-c5ccc(C(C)C)cc5)c3c2N)CCCC4)c1C | -11 | -0.6 | -0.2 | -5
CC(C)n1ccc(C(=O)N2CCn3c2nc2ccccc23)n1 | 7 | -7.5 | 1.0 | 17
COc1ccc(O)c(CN2CCC3(CCC(CNC(=O)c4ccccc4)O3)CC2)c1 (stereo not drawn) | 14 | -0.7 | 0.2 | 17
CC1=C(C#N)C(Nc2nc3ccc(Cl)cc3s2)(C(F)(F)F)C(=O)N1 (stereo not drawn) | 1 | -0.8 | 0.0 | 2
COc1ccc(CCN2C(=O)CSC2c2ccc3c(c2)OCO3)cc1OC (stereo not drawn) | -7 | 1.4 | -0.1 | -9
COc1ccccc1-n1c(CNC(=O)c2cccc(C)c2)nnc1SCC(=O)N1N=C(c2cccs2)CC1c1ccc(F)cc1 (stereo not drawn) | 0 | 1.4 | -0.1 | 23
CCn1c(=O)n(CC(=O)N2CCc3ccccc32)c2cccnc21 | -6 | 0.1 | 0.0 | -5
O=C(NCCC1=CCCCC1)C(=O)Nc1ccc([N+](=O)[O-])cc1 | 2 | 0.6 | 0.0 | 2
C=CCn1c(SCc2c(C)noc2C)nc2sc(C)c(C)c2c1=O | 6 | -0.6 | 0.0 | 11
COc1ccc(OC)c(C2CC(c3ccc(Br)cc3)=NN2S(C)(=O)=O)c1 (stereo not drawn) | -12 | 1.4 | -0.1 | -19
C/C(=C\C(=O)c1cccnc1)Nc1ccc(Br)c(Cl)c1 | -9 | 0.4 | -0.1 | -9
Cc1ccc(C(=O)O)cc1NC(=O)CCC(=O)O | 11 | -2.3 | -0.2 | 12
O=[N+]([O-])c1ccc(S(=O)(=O)NCCCO)cc1 | 2 | 1.7 | 0.2 | -3
O=C1c2cccc3cccc(c23)C(=O)N1CCn1cnc2ccccc21 | 9 | -0.5 | 0.0 | -23
O=C(N/N=C/c1ccc(Br)s1)c1ccccn1 | 12 | -2.3 | -0.2 | -14
O=C(CSc1nccn1-c1cccc(Cl)c1)Nc1ccccc1F | 8 | -0.6 | -0.5 | -6
CC12CN(C(=O)c3ccccc3)C3(C#N)CC1CCC23C (stereo not drawn) | 24 | 0.1 | 1.0 | 4
O=C(CSCCc1ccccn1)Nc1ccccc1I | 4 | 0.5 | -0.1 | 2
O=C(NCC1CCCN(C2CCCCC2)C1)c1ccc(F)cc1 (stereo not drawn) | 6 | -0.2 | 0.1 | 7
COCc1cc(=O)n2[nH]c(-c3ccc(Cl)cc3)cc2n1 | -7 | 0.1 | -0.2 | -11
Cc1nc(NC(=O)c2ncoc2-c2cccs2)sc1C | -5 | -0.1 | 0.2 | -11
CS(=O)(=O)Nc1nc2n(n1)C(c1ccc(Cl)cc1)C=C(c1ccccc1)N2 (stereo not drawn) | 9 | -0.7 | 0.0 | 4
O=C(NNC(=O)c1cnccn1)c1ccc(Cl)cc1 | 14 | -1.8 | -0.1 | -9
Cn1cnnc1SCC(=O)Nc1ccc(C(N)=O)cc1 | 10 | -1.0 | 0.2 | 33*
COc1ccc(CNc2nc(C)c(-c3ccn(C)n3)s2)c(F)c1 | 0 | -0.2 | 0.7 | 2

(further entries)
SMILES | MITF primary | GPR151 ag | FBW7 activator | TEAD-YAP inh
CCOC(=O)c1c(C)n(C)c2ccc(OC(C)=O)c(S(=O)(=O)c3ccccc3)c12 | 10 | -0.2 | 0.3 | -5
COCCOC(=O)C1=C(C)NC2=C(C(=O)CC(C)(C)C2)C1c1ccncc1 (stereo not drawn) | 25 | 1.9 | 0.4 | 8
CCOC(=O)c1c(C)[nH]c(C(=O)C(C)C)c1C | 3 | 0.7 | -0.2 | -14
Cc1cccc(CN2CCc3nnc(C4CCCO4)n3CC2)c1 (stereo not drawn) | 3 | 0.7 | 0.1 | 21
COc1ccc(C2CC(C(=O)NCc3ccccn3)N(C)S(=O)(=O)N2)cc1 (stereo not drawn) | -11 | 0.4 | 0.0 | 2
Cc1ccc(CN2CCNC(=O)C2CC(=O)N(C)CC2CCOCC2)o1 (stereo not drawn) | -12 | 0.8 | 0.0 | -2
O=C(c1ccc(F)cc1)c1coc2ccc(O)cc12 | 13 | -4.1 | 0.0 | -77
CCN(Cc1ccncc1)Cc1ccc2c(c1)CN(C(=O)c1cnn(CC)c1)CCO2 | -5 | 0.3 | 0.0 | 4
COc1ccc(C)cc1NC(=O)c1cc(S(=O)(=O)NCc2ccc(F)cc2)ccc1F | -3 | 1.7 | 0.0 | 3
COc1ccc(CC(=O)c2ccc(O)c(CN3CCCCC3)c2O)cc1 | 9 | -0.4 | -0.4 | 4
COC(=O)c1ccc(CN2CCC(CO)(Cc3ccc(OC)cc3)CC2)cc1 | -3 | 1.7 | -0.2 | -1
COc1ccc(/C(C)=N\NC(=O)c2cnccn2)cc1OC | -4 | -0.5 | -0.2 | -50
CCc1c(C)nc2ncnn2c1Nc1ccc(OC)cc1 | 1 | 0.3 | 0.0 | -2
Nc1ccc(N2CCN(C(=O)c3ccco3)CC2)c(Cl)c1 | -8 | -0.4 | -0.2 | 5
CS(=O)(=O)Nc1cccc(-c2cnn3c(NCCCN4CCOCC4)ccnc23)c1 | 11 | 1.6 | 0.7 | -15
O=C(NCc1ccccc1Cl)c1cc([N+](=O)[O-])ccc1Cl | 4 | 1.0 | 0.1 | 13
O=C(NCCN1CCOCC1)c1cccc(-n2ncc3cc(Nc4ccccc4OC(F)(F)F)ccc32)c1 | 22 | 1.0 | 0.5 | 26
O=C(c1nc2sccn2c1CNCC1(c2ccccc2)CCOCC1)N1CCCCC1 | 8 | 1.2 | 0.0 | 4
O=C(Nc1ccc2c(c1)CN(Cc1ccsc1)CC2)C1CCCO1 (stereo not drawn) | -6 | -0.2 | -0.1 | -17
CCOCCCNC(=O)C1CCC(=O)N1C1CCCC1 (stereo not drawn) | 0 | 1.0 | -0.1 | -1
CN(C)N=Nc1ccc(S(=O)(=O)O)c2ccccc12 | 15 | 2.3 | -0.2 | 8
Cn1cccc1Cc1n[nH]c(=S)n1-c1ccccc1 | 4 | -0.1 | 0.0 | -13
O=C(NCc1ccccn1)c1ccc(Cl)cc1[N+](=O)[O-] | 10 | 0.4 | 0.0 | 15
Cc1ccc(-n2nc3cc(C)c(NC(=O)c4ccc(C)c([N+](=O)[O-])c4)cc3n2)cc1 | 3 | -0.7 | 0.1 | -2
CC(=O)Nc1ccccc1NC(=O)CN(C)S(=O)(=O)c1ccc(Cl)cc1 | -2 | 1.6 | 0.1 | -3
CN(CCOC(=O)c1cccs1)C(C)(C)C | 9 | -1.0 | 0.1 | 3
O=C(O)c1cn(-c2ccccc2)nc1-c1cccs1 | -7 | 0.7 | 0.1 | 0
COC(=O)C1=C(C)NC(=O)NC1c1cc(O)ccc1Br (stereo not drawn) | 16 | -1.6 | 0.0 | 1
CC1CCCN(C(C(=O)Nc2ccc(C(C)C)cc2)c2cc3c(cc2[N+](=O)[O-])OCO3)C1 (stereo not drawn) | 4 | -1.1 | 0.9 | -41
CCc1ccc(NC(CC(=O)c2ccc(C)cc2)c2ccc(Cl)cc2)cc1 (stereo not drawn) | 1 | -1.1 | 0.0 | -12
